Screens (PubChem)
tim10-1 inh – growth inhibitors of tim10-1 mutant yeast, primary screen, luminescence, uHTS. hit rate 2.2% among 330,000. S. cerevisiae tim10-1 ts strain growth, BacTiter-Glo, 24 h. inhibition, % at 20 µM;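 active = inhibition of at least 40%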;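 note: mutant grown at 25 °C; 0% = DMSO wells with yeast and 100% = wells holding no yeast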
A3G deaminase – APOBEC3G DNA deaminase inhibitors, primary screen, biochemical, fluorescence, single-stranded DNA substrate, uHTS; hit rate 0.28% among 330,000; inhibition, % at 20 µM; recombinant A3G, ssDNA deamination FAM/TAMRA fluorescence; DNA dC->dU-editing enzyme APOBEC-3G (Homo sapiens), Q9HC16;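 active = inhibition of at least 40% at 20 µM, with no more than 30% in the related APOBEC3A deaminase screen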;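 note: plate controls were DMSO wells with A3G for no effect and wells lacking A3G enzyme for full effect; some compounds called inactive have numbers as strong as hits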
Target sequence (Q9HC16 whole entry, looked up): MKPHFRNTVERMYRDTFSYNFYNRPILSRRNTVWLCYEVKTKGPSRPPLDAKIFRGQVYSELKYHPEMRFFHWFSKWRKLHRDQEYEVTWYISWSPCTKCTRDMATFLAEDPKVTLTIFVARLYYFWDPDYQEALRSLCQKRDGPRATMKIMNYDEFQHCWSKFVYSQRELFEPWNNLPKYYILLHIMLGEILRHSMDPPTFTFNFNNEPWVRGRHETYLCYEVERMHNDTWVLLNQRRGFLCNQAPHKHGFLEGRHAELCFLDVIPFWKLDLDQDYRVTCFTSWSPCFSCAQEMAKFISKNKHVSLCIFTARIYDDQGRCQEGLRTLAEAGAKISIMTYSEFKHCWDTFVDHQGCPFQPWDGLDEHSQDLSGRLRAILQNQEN
mIAP activ – activators of mouse IAP, primary screen, biochemical, luminescence, uHTS. intestinal alkaline phosphatase [Mus musculus]. muIAP, CDP-Star luminescence, 30 min; hits give high values; 1 = vehicle-only enzyme signal, 0 = enzyme-free wells. activation factor at 10 µM. hit rate 0.24% among 330,000. AID 2805, 2010;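 active = activation factor of at least 2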; note: the source names both 10 and 20 µM as test concentration; values of inactives mirror those of a sister screen read the other way
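System: Mouse IAP enzyme | Also added: CDP-Star substrate | Dosing: Compounds dispensed in DMSO | Schedule: 30 min enzyme-substrate-compound incubation at room temperature | Technique: Chemiluminescence readout | Control set: DMSO-only wells and no-enzyme negative control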
NALP3 yeast inh – NALP3 inflammasome inhibitors in reconstituted yeast, primary screen, luminescence, uHTS. Yeast reconstituted NLRP3/ASC/caspase-1, beta-gal luminescence, 24 h. inhibition, % at 10 µM. hit rate 0.39% among 330,000;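 active = inhibition of 50% or more; inactive = inhibition below 50%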;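 note: plate controls were induced DMSO wells for no effect and uninduced yeast grown without galactose for full effect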
mIAP inh – inhibitors of mouse IAP, primary screen, biochemical, luminescence, uHTS | intestinal alkaline phosphatase [Mus musculus] | purified mouse IAP, CDP-Star luminescence, 30 min | inhibition, % at 10 µM | hit rate 0.2% among 330,000;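 active = inhibition of at least 40% at 10 µM in the primary screen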;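 note: plate controls were DMSO with enzyme for no effect and no enzyme wells for full effect; values of inactives mirror those of a sister screen read the other way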
TIM10 inh – growth inhibitors of isogenic TIM10 control yeast, primary screen, counter-screen for tim10-1 yeast inhibitor project, luminescence, uHTS. S. cerevisiae TIM10 strain growth, BacTiter-Glo luminescence, 24 h. inhibition, % at 10 µM. hit rate 1.4% among 330,000;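 active = inhibition of 40% or more at the single tested concentration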;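 note: wild-type TIM10 isogenic control strain grown at permissive 25 °C; 0% = DMSO yeast wells and 100% = minimal medium wells without yeast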
APOBEC3A inh – APOBEC3A ssDNA deaminase inhibitors, primary screen, selectivity assay for APOBEC3G inhibitor project, biochemical, FAM/TAMRA oligo cleavage fluorescence; inhibition, % at 20 µM; DNA dC->dU-editing enzyme APOBEC-3A (Homo sapiens), P31941; hit rate 0.41% among 330,000; AID 493011, 2011; recombinant A3A, FAM/TAMRA ssDNA deamination fluorescence;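 active = at least 40% inhibition at 20 µM here, with at most 30% in a related deaminase screen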;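 note: plate controls were A3A with DMSO for no effect and wells lacking A3A enzyme for full effect; some results filed as inactive read as strong as hits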
Target sequence (P31941 whole entry, looked up): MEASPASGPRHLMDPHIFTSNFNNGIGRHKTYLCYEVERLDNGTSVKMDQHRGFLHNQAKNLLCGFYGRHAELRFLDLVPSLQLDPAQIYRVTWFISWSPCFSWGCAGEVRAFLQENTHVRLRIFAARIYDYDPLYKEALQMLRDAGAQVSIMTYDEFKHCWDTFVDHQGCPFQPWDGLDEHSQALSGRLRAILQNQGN
hIAP block – human IAP inhibitors, primary screen, biochemical, luminescence, uHTS; hit rate 0.12% among 330,000; Intestinal-type alkaline phosphatase (Homo sapiens), P09923; inhibition, % at 10 µM; purified IAP, CDP-Star luminescence, 30 min;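 active = inhibition reaching a set limit with compound at 10 µM in the primary screen, cut at about 35% in these data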;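 note: plate controls were DMSO wells with enzyme for no effect and no-enzyme buffer wells for full effect; values of inactives mirror those of a sister screen read the other way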
MIN6 prolif – inducers of MIN6 beta-cell proliferation, primary screen, ATP luminescence, uHTS. proliferation, % at 10 µM. MIN6 cells proliferation, ATPlite luminescence, 48 h; cells starved in 0.2% serum; 100% = growth in 10% serum. AID 2380, 2010. hit rate 0.29% among 330,000;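 active = compounds whose signal lies at least 3.5 SD above the mean of all wells on their plate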;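 note: 0% = DMSO-treated cells in low-serum medium and 100% = 10% serum control; some compounds called inactive have numbers as strong as hits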
* hit, by the source's call.

Screening CN=C1S/C(=C/c2cn(CC(=O)OC)c3ccccc23)C(=O)N1C returned tim10-1 inh 23, A3G deaminase -3, mIAP activ 0.91, NALP3 yeast inh 30, mIAP inh 9, TIM10 inh 17, APOBEC3A inh 1, hIAP block 8 and MIN6 prolif 0.
For Cc1ccc(-n2c(CNc3ccc(C)c(Cl)c3)n[nH]c2=S)cc1 the results were tim10-1 inh 41*, A3G deaminase -4, mIAP activ 1, NALP3 yeast inh 27, mIAP inh 0, TIM10 inh 38, APOBEC3A inh 1, hIAP block 1 and MIN6 prolif -2.
`O=C(c1cccc(C(=O)N2CCN(c3ccc(F)cc3)CC2)c1)N1CCN(c2ccc(F)cc2)CC1` gave tim10-1 inh 40*, A3G deaminase -6, mIAP activ 0.95, NALP3 yeast inh 5, mIAP inh 5, TIM10 inh 15, APOBEC3A inh -3, hIAP block -11 and MIN6 prolif -2.
For COc1cccc(/C=N/NC(=O)CCCc2ccc(OC)c(C)c2)c1 the results were tim10-1 inh 8, A3G deaminase 0, mIAP activ 1, NALP3 yeast inh 6, mIAP inh 0, TIM10 inh -18, APOBEC3A inh 1, hIAP block 11 and MIN6 prolif 1.
`COc1cccc(-c2nc(-c3ccccc3)no2)c1` gave tim10-1 inh 12, A3G deaminase -7, mIAP activ 0.87, NALP3 yeast inh 9, mIAP inh 13, TIM10 inh 15, APOBEC3A inh -4, hIAP block 0 and MIN6 prolif 1.
`O=C(NCC1CCCO1)C1CCN(S(=O)(=O)Cc2ccccc2)CC1` (stereo not drawn) gave tim10-1 inh 11, A3G deaminase -2, mIAP activ 1, NALP3 yeast inh 0, mIAP inh 0, TIM10 inh 8, APOBEC3A inh -2, hIAP block 8 and MIN6 prolif 2.
For O=C(N/N=C/c1ccc(F)cc1)c1cccc(NC(=O)c2ccc(F)cc2)c1 the results were tim10-1 inh -13, A3G deaminase -7, mIAP activ 1.1, NALP3 yeast inh 21, mIAP inh -10, TIM10 inh -2, APOBEC3A inh -7, hIAP block -5 and MIN6 prolif -3.
Screening CCOC(=O)N/N=C/c1cn(CCCOc2ccc(C)cc2)c2ccccc12 returned tim10-1 inh 24, A3G deaminase -9, mIAP activ 1.1, NALP3 yeast inh 9, mIAP inh -9, TIM10 inh 22, APOBEC3A inh -5, hIAP block 0 and MIN6 prolif 0.
For CCn1nnnc1NCc1cccc(Cl)c1 the results were tim10-1 inh 7, A3G deaminase -5, mIAP activ 1.1, NALP3 yeast inh 20, mIAP inh -7, TIM10 inh 0, APOBEC3A inh 3, hIAP block -21 and MIN6 prolif -3.
CCOC(=O)c1c(C)n(C)c2ccc(OC)c(NC(=O)CN3CCC4(CC3)OCCO4)c12 was read as tim10-1 inh 8, A3G deaminase -9, mIAP activ 1.1, NALP3 yeast inh -11, mIAP inh -7, TIM10 inh -6, APOBEC3A inh 1, hIAP block 10 and MIN6 prolif 1.
`COc1cccc(CN2CCNC(=O)C2CC(=O)NCCCn2ccnc2)c1` (stereo not drawn) gave tim10-1 inh 0, A3G deaminase 1, mIAP activ 1, NALP3 yeast inh 7, mIAP inh -1, TIM10 inh 1, APOBEC3A inh 5, hIAP block 4 and MIN6 prolif 0.
`O=C(Nc1ccc(N2CCOCC2)c(S(=O)(=O)Nc2ccccc2Cl)c1)c1ccccc1` gave tim10-1 inh 34, A3G deaminase -8, mIAP activ 1, NALP3 yeast inh 18, mIAP inh -3, TIM10 inh 20, APOBEC3A inh -2, hIAP block 17 and MIN6 prolif -6.
`COc1ccc2cc(S(=O)(=O)N3CCN(C)CC3)ccc2c1` gave tim10-1 inh 16, A3G deaminase 1, mIAP activ 1.1, NALP3 yeast inh 16, mIAP inh -15, TIM10 inh -17, APOBEC3A inh 2, hIAP block 0 and MIN6 prolif -1.
`O=C(NC1CCCCC1)N(Cc1ccc(F)cc1)Cc1nc2ccccc2c(=O)[nH]1` gave tim10-1 inh 17, A3G deaminase 1, mIAP activ 0.95, NALP3 yeast inh 7, mIAP inh 5, TIM10 inh 16, APOBEC3A inh -1, hIAP block 9 and MIN6 prolif -2.
`COc1cccc(N(C(=O)c2snc(C(N)=O)c2N)C(C(=O)NCC2CCCO2)c2ccc(F)cc2)c1` (stereo not drawn) gave tim10-1 inh 6, A3G deaminase -6, mIAP activ 1, NALP3 yeast inh 4, mIAP inh -5, TIM10 inh 19, APOBEC3A inh -3, hIAP block 12 and MIN6 prolif 2.

Quoted at random: 2 compounds from above
For O=C(N/N=C/c1ccc(F)cc1)c1cccc(NC(=O)c2ccc(F)cc2)c1 the results were tim10-1 inh -13, A3G deaminase -7, mIAP activ 1.1, NALP3 yeast inh 21, mIAP inh -10, TIM10 inh -2, APOBEC3A inh -7, hIAP block -5 and MIN6 prolif -3.
`O=C(Nc1ccc(N2CCOCC2)c(S(=O)(=O)Nc2ccccc2Cl)c1)c1ccccc1` gave tim10-1 inh 34, A3G deaminase -8, mIAP activ 1, NALP3 yeast inh 18, mIAP inh -3, TIM10 inh 20, APOBEC3A inh -2, hIAP block 17 and MIN6 prolif -6.

New compounds follow
COc1cccc(C2=NOC(C(=O)Nc3cccc(C(C)=O)c3)C2)c1 (stereo not drawn) was read as tim10-1 inh 5, A3G deaminase 0, mIAP activ 0.92, NALP3 yeast inh 14, mIAP inh 8, TIM10 inh -13, APOBEC3A inh -2, hIAP block 7 and MIN6 prolif -1.
Screening O=C(CSCc1ccc(F)cc1)NC1CCCC1 returned tim10-1 inh 7, A3G deaminase -4, mIAP activ 1, NALP3 yeast inh 18, mIAP inh -2, TIM10 inh 10, APOBEC3A inh -3, hIAP block -11 and MIN6 prolif -3.
`Cn1c(=NC(=O)c2ccc3c(c2)OCCO3)sc2cc(S(C)(=O)=O)ccc21` gave tim10-1 inh -14, A3G deaminase -1, mIAP activ 0.87, NALP3 yeast inh 16, mIAP inh 13, TIM10 inh -8, APOBEC3A inh 3, hIAP block -16 and MIN6 prolif 3.
Screening N=C1S/C(=C\c2ccccc2)C(=O)N1c1ccc(F)cc1 returned tim10-1 inh 10, A3G deaminase -6, mIAP activ 0.93, NALP3 yeast inh -9, mIAP inh 7, TIM10 inh -2, APOBEC3A inh -3, hIAP block -28 and MIN6 prolif 0.
`O=C(CSc1nnc(CN2CCOCC2)n1-c1ccc(Cl)cc1)Nc1ccc2c(c1)OCO2` gave tim10-1 inh 6, A3G deaminase -4, mIAP activ 0.94, NALP3 yeast inh 4, mIAP inh 6, TIM10 inh 14, APOBEC3A inh 1, hIAP block 3 and MIN6 prolif 1.
For COc1ccc(CCN(C)C(=O)CNC(=O)c2ccc3c(c2)OCO3)cc1OC the results were tim10-1 inh 7, A3G deaminase -8, mIAP activ 0.99, NALP3 yeast inh 3, mIAP inh 1, TIM10 inh 1, APOBEC3A inh -5, hIAP block -3 and MIN6 prolif 4.
O=C(CCCSc1nc2ccccc2[nH]1)NC1CCCCC1 was read as tim10-1 inh 2, A3G deaminase -8, mIAP activ 1, NALP3 yeast inh 21, mIAP inh -4, TIM10 inh 5, APOBEC3A inh 1, hIAP block 12 and MIN6 prolif -2.
`COC(=O)C1=C(C)N(C)C(=S)NC1c1cc(OC)ccc1OC` (stereo not drawn) gave tim10-1 inh 9, A3G deaminase -10, mIAP activ 0.98, NALP3 yeast inh 10, mIAP inh 2, TIM10 inh 1, APOBEC3A inh -3, hIAP block 8 and MIN6 prolif -1.
CCS(=O)(=O)c1nc2ccccc2n1Cc1ccccc1Cl was read as tim10-1 inh 21, A3G deaminase -3, mIAP activ 0.93, NALP3 yeast inh -90, mIAP inh 7, TIM10 inh 10, APOBEC3A inh 0, hIAP block 8 and MIN6 prolif 4.
Screening CCN(CC)CCCNC(=O)CCC(=O)Nc1ccc2nc(N3CCCCC3)cc(C)c2c1 returned tim10-1 inh -12, A3G deaminase 1, mIAP activ 1.1, NALP3 yeast inh 13, mIAP inh -6, TIM10 inh -7, APOBEC3A inh 7, hIAP block -17 and MIN6 prolif 2.
For CCC1CCC(N2CCN(c3ccccc3F)CC2)CC1 (stereo not drawn) the results were tim10-1 inh -40, A3G deaminase -12, mIAP activ 1.1, NALP3 yeast inh 25, mIAP inh -6, TIM10 inh -188, APOBEC3A inh -5, hIAP block -16 and MIN6 prolif -4.
O=C(Cc1cccs1)Nc1nnc(-c2ccc(F)cc2)s1 was read as tim10-1 inh 2, A3G deaminase 11, mIAP activ 0.95, NALP3 yeast inh 22, mIAP inh 5, TIM10 inh 2, APOBEC3A inh 2, hIAP block -17 and MIN6 prolif 1.
Screening O=C1CS/C(=N/N=C/c2ccco2)N1Cc1ccc(F)cc1 returned tim10-1 inh 2, A3G deaminase -4, mIAP activ 0.88, NALP3 yeast inh 8, mIAP inh 12, TIM10 inh 1, APOBEC3A inh 0, hIAP block 2 and MIN6 prolif 0.
`CCN(CC(=O)Nc1ccc(OC)cc1)C(=O)CSCC(=O)Nc1ccc(C)cc1` gave tim10-1 inh 10, A3G deaminase -5, mIAP activ 0.99, NALP3 yeast inh 1, mIAP inh 1, TIM10 inh 11, APOBEC3A inh -2, hIAP block -14 and MIN6 prolif -1.
Screening COc1ccc(NC(=O)N2CCC(n3cnc4ccccc43)CC2)cc1 returned tim10-1 inh -8, A3G deaminase -3, mIAP activ 1.1, NALP3 yeast inh 12, mIAP inh -8, TIM10 inh 7, APOBEC3A inh -2, hIAP block 8 and MIN6 prolif -2.
COc1ccccc1Nc1nc(N)nc(CSCCO)n1 was read as tim10-1 inh 3, A3G deaminase -2, mIAP activ 1, NALP3 yeast inh -4, mIAP inh -2, TIM10 inh 3, APOBEC3A inh 0, hIAP block 19 and MIN6 prolif -2.
CCOC(=O)Cn1c2c(c(=N)c3c1CCC3)CCC2 was read as tim10-1 inh 6, A3G deaminase -1, mIAP activ 1, NALP3 yeast inh 18, mIAP inh -4, TIM10 inh -10, APOBEC3A inh -1, hIAP block -7 and MIN6 prolif -1.

3 entries out of the list, ordered by SMILES length, descending.
For COc1ccc(CCN(C)C(=O)CNC(=O)c2ccc3c(c2)OCO3)cc1OC the results were tim10-1 inh 7, A3G deaminase -8, mIAP activ 0.99, NALP3 yeast inh 3, mIAP inh 1, TIM10 inh 1, APOBEC3A inh -5, hIAP block -3 and MIN6 prolif 4.
O=C(Cc1cccs1)Nc1nnc(-c2ccc(F)cc2)s1 was read as tim10-1 inh 2, A3G deaminase 11, mIAP activ 0.95, NALP3 yeast inh 22, mIAP inh 5, TIM10 inh 2, APOBEC3A inh 2, hIAP block -17 and MIN6 prolif 1.
COc1ccccc1Nc1nc(N)nc(CSCCO)n1 was read as tim10-1 inh 3, A3G deaminase -2, mIAP activ 1, NALP3 yeast inh -4, mIAP inh -2, TIM10 inh 3, APOBEC3A inh 0, hIAP block 19 and MIN6 prolif -2.
